Screens as filed in PubChem BioAssay.
S3 lipid droplet = qHTS Assay for Lipid Storage Modulators in Drosophila S3 Cells | lipid storage change, negative = inhibition, % at the top dose, mostly 46.1 µM; hits show Potency in µM | 320,000 tested, 0.64% active | Drosophila S3 cells, BODIPY lipid droplet fluorescence, 18-24 h; cells fed with added oleic acid; active means well fitted inhibition curve with a large enough effect in the signal ratio, with a control signal flat, not every such curve was filed as active; inconclusive means small, poorly fitted or top-dose-only effect, or effect the other way, or a change in a side signal; the % refers to the signal ratio
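Drosophila S3 cells got compounds at several concentrations plus oleic acid (400 uM solution). Laser-scanning cytometry with 488 nm excitation read lipid droplets at 500-530 nm and cells at 575-640 nm. Percent activity was relative to 20 uM Triacsin C.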
S3 lipid droplet cell count max = further read-out of S3 lipid droplet, marked with its call; cell number change, %; measured here: cell count max response;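 cells counted by Cell Tracker Red CMTPX staining in the red channel; peak over a dose series mostly up to 46.1 µM; percent activity relative to internal control wells on each plate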
* = called active by the depositor; i = inactive; ? = inconclusive; / = not tested or not shown. On the % scale 0 is the no-effect control and ±100 the full control effect; potency means the concentration at half of the fitted maximal effect.

S3 lipid droplet	S3 lipid droplet cell count max	structure
i	-10.6	CN(C)C(=O)CSc1nc2ccc(C(=O)c3ccccc3)cc2[nH]1
i	/	CN(C)S(=O)(=O)N(Cc1ccc(Br)cc1)c1ccccc1
18.2%	6.3	COc1cc(NC(=S)NNC(=O)CC(C)C)c(OC)cc1Cl
7.08µM*	-29.0*	O=C(OCC(=O)N1CCCC1=O)c1nc(Cl)c(Cl)c(Cl)c1Cl
0.8%	10.2	Cn1c(=S)oc2ccccc21
-1.3%	3.3	CCOC(=O)C1=C(COC(=O)CCNS(=O)(=O)c2ccc(C)c(C)c2)NC(=O)NC1C (stereo not given)
?	/	CCCCSCCCNC(=O)c1cn(CC)c2ccc(S(=O)(=O)N3CCOCC3)cc2c1=O
?	/	COc1cc(OC)cc(C(=O)N2CCC(C(=O)Nc3ccc4c(c3)OCCO4)CC2)c1
1.1%	-18.0	Oc1[nH]c2ccccc2c1C=Nc1ccc2c(c1)OCCO2
?	/	COCCn1c(N)c(N(Cc2ccccc2)C(=O)CSCC(=O)Nc2ccc(OC)cc2)c(=O)[nH]c1=O
?	/	COc1ccc(C(=O)CSc2nnc(CNC(=O)c3ccc(OC)c(OC)c3)n2C)cc1
-0.9%	-15.5	N#CCCN(CCC#N)C(=O)COc1ccc(Cl)cc1Cl
?	/	Cc1nc(-c2ccc(F)cc2)c(CC(=O)N2CCN(S(=O)(=O)c3cccc([N+](=O)[O-])c3)CC2)s1
?	/	CC1CCCCC1NS(=O)(=O)c1ccc(S(=O)(=O)N2CCN(CCC#N)CC2)cc1 (stereo not given)
?	/	CCn1cc(Cl)c(C(=O)NNC(=O)CCn2nc(C)c([N+](=O)[O-])c2C)n1
0.1%	10.2	Cc1cc(F)c(F)c(C(=O)N2CCCCC2C)c1Cl (stereo not given)
?	/	COC(=O)CSc1nnc(-c2ccc(OC)c(OC)c2)o1
?	/	O=C(Nc1cccnc1Cl)c1cc(-c2ccco2)on1
-3.4%	2.5	CCOc1ccccc1C(=O)NN1C(=O)C2CCCCC2C1=O (stereo not given)
-1.9%	-25.4	CCOc1ccc(S(=O)(=O)N(C)CC(=O)NC2CC2)cc1
-26.0%	/	CCN(C(=O)CC(C)C)c1nnc(Cn2nnc3ccccc32)s1
13.7%	0.5	Cc1onc(-c2ccccc2)c1C(=O)NNC(=S)NC(=O)c1ccc2c(c1)OCO2
1.64µM*	-8.3*	COc1cccc(NS(=O)(=O)c2ccc3c(c2)CCN3C(C)=O)c1
?	/	C=CCn1c(SCC(=O)Nc2cc(C)c(Cl)cc2OC)nnc1-c1ccco1
?	/	Cc1ccc(C(=O)NCCn2c(N)c(C#N)c3nc4ccccc4nc32)cc1
-21.9%	-20.0	CCC(CC)C(=O)c1c[nH]c(C(=O)NCCCN2CCOCC2)c1
?	/	CN(C)c1ccc(/C=N/NC(=O)CCCO)cc1
-1.3%	-10.0	CCOc1ccc(NCCC#N)cc1
?	/	CCc1ccc(NC(=O)CN(c2ccc(OC)cc2)S(=O)(=O)c2c(C)[nH]c(=O)[nH]c2=O)cc1
?	/	CCOc1ccccc1NC(=O)NNC(=O)COc1cccc(C)c1C

Record cards, as listed above. Order of screens: S3 lipid droplet, S3 lipid droplet cell count max
CCC(CC)C(=O)c1c[nH]c(C(=O)NCCCN2CCOCC2)c1 is listed as -21.9%, -20.0
COc1cc(NC(=S)NNC(=O)CC(C)C)c(OC)cc1Cl is listed as 18.2%, 6.3
CCOc1ccccc1C(=O)NN1C(=O)C2CCCCC2C1=O (stereo not given) is listed as -3.4%, 2.5
CCc1ccc(NC(=O)CN(c2ccc(OC)cc2)S(=O)(=O)c2c(C)[nH]c(=O)[nH]c2=O)cc1 is listed as ?, /

Next records follow:
S3 lipid droplet	S3 lipid droplet cell count max	structure
?	/	CCC(Sc1ccc2nnc(-c3cccnc3)n2n1)C(=O)OC (stereo not given)
11.0%	15.0	Cc1onc(-c2c(F)cccc2Cl)c1C(=O)N[C@@H]1C(=O)N2C(C(=O)O)C(C)(C)S[C@H]12 (stereo not given in full)
?	/	COc1cccc(C(=O)Nc2c3c(nn2-c2cccc(C)c2C)CS(=O)(=O)C3)c1OC
?	/	CC(=O)Nc1ccc(NCC(O)COc2ccccc2)cc1 (stereo not given)
?	/	CCOC(=O)N1CCC(N2C(=O)c3ccc(C(=O)Nc4cccc(OC)c4)cc3C2=O)CC1
-7.0%	1.1	CN(C)c1ccc(-n2cccc2)cc1
-5.4%	-12.5	COc1cc(C2C(C#N)=C(N)N(c3ccc(F)cc3)C3=C2S(=O)(=O)CC3)ccc1O (stereo not given)
-5.1%	-5.7	CC(C(=O)Nc1ccc(C(=O)O)cc1)N1C(=O)c2ccccc2C1=O (stereo not given)
-13.0%	-19.7	O=C(/C=C/c1cn(-c2ccccc2)nc1-c1cccnc1)N1CCCC1
3.9%	/	O=c1c(Cl)c(NC2CC2)cnn1-c1ccccc1
?	/	Cc1ccc(Sc2ncnc(N)c2[N+](=O)[O-])cc1
?	/	COc1ccc(OC)c(CN2CCCC(C(=O)N3CCCCC3)C2)c1 (stereo not given)
?	/	COC(=O)CN1C(=O)C(O)(CC(=O)c2ccc(C)o2)c2ccccc21 (stereo not given)
i	/	O=C(NCc1cccs1)C1CCCN(c2ncccn2)C1 (stereo not given)
?	/	CC1=[N+](CC(=O)c2ccccc2)CCn2cccc21
i	/	CCN(CC)S(=O)(=O)c1ccc2nc(NC(=O)c3cccs3)sc2c1
?	/	COC(=O)CC1C(=O)NCCN1C(=O)CSc1nc2cc(Cl)ccc2o1 (stereo not given)
?	/	CNC(=O)/C(C#N)=C/c1c(N(Cc2ccccc2)Cc2ccccc2)nc2ccccn2c1=O
?	/	C#CCN1C(=O)C2C(C(=O)NC)C3C=CC2(O3)C1C(=O)NCc1ccc(OC)cc1 (stereo not given)
?	/	CCSC1=C(C#N)C(c2ccccc2Cl)C(C(=O)c2cccs2)C(O)(C(F)(F)F)N1 (stereo not given)
?	/	C[C@H](NC(=O)c1ccc(Cl)cc1)C(=O)NNC(=O)c1cccs1
?	/	CCCS(=O)(=O)N1CCC(C(=O)NCCN2CCCC2)CC1
0.8%	16.2	Cc1ccc(Cl)cc1N1CCN(C(=O)C(=O)N2CCCCC2)CC1
14.0%	3.8	COc1ccc(CNC(=O)C(OC(=O)c2ccco2)c2ccccc2)cc1 (stereo not given)
?	/	COCCC(=O)N1CCC(Oc2ccc(C(=O)NCCn3cccn3)cc2)CC1
?	/	CC1(C)CC(=O)c2c(oc3ccc(NS(=O)(=O)c4ccc(C(=O)O)cc4)cc23)C1
-1.9%	0.4	O=C(O)c1cccc(N2C(=O)C3CC=CCC3C2=O)c1 (stereo not given)
-5.4%	18.1	C/C=C/c1ccc(OCC(=O)N2CCc3cc(OC)c(OC)cc3C2)c(OC)c1
10.0%	10.8	CC(=O)Nc1ccc(S(=O)(=O)N2CCN(c3cc(C(F)(F)F)ccn3)CC2)cc1
?	/	O=C(CSc1ncnc2sccc12)NCc1ccc2c(c1)OCO2

Entries from the list above that have fluorine:
S3 lipid droplet	S3 lipid droplet cell count max	structure
?	/	Cc1nc(-c2ccc(F)cc2)c(CC(=O)N2CCN(S(=O)(=O)c3cccc([N+](=O)[O-])c3)CC2)s1
0.1%	10.2	Cc1cc(F)c(F)c(C(=O)N2CCCCC2C)c1Cl (stereo not given)
11.0%	15.0	Cc1onc(-c2c(F)cccc2Cl)c1C(=O)N[C@@H]1C(=O)N2C(C(=O)O)C(C)(C)S[C@H]12 (stereo not given in full)
-5.4%	-12.5	COc1cc(C2C(C#N)=C(N)N(c3ccc(F)cc3)C3=C2S(=O)(=O)CC3)ccc1O (stereo not given)
?	/	CCSC1=C(C#N)C(c2ccccc2Cl)C(C(=O)c2cccs2)C(O)(C(F)(F)F)N1 (stereo not given)
10.0%	10.8	CC(=O)Nc1ccc(S(=O)(=O)N2CCN(c3cc(C(F)(F)F)ccn3)CC2)cc1

The list continues.
S3 lipid droplet	S3 lipid droplet cell count max	structure
?	/	COc1ccc(OCCCC(=O)NCCc2ccc(OC)c(OC)c2)cc1
?	/	COc1ccc(/C=C/C(=O)OCC(=O)Nc2cc(S(=O)(=O)N(C)C)ccc2Cl)cc1
?	/	Cc1cccc(OCC(=O)Nc2cc(NC(=O)COc3cccc(C)c3)cc(C(=O)O)c2)c1
1.1%	19.3	CC(C)(C)OC(=O)N1CCC(NC(=O)c2nc[nH]c2C(=O)NC2CCN(C(=O)OC(C)(C)C)CC2)CC1
?	/	COc1ccccc1C(=O)NCC(=O)N/N=C/c1ccncc1
?	/	C/C(CCc1ccc2c(c1)OCO2)=N\NC(=O)c1ccccc1Cl
-14.1%	1.9	Fc1ccccc1OCCCCCCN1CCCC1
-19.0%	2.2	COc1cccc(C2Nc3cccc4cccc(c34)N2)c1
?	/	Cc1ccc(NC(=O)CN(C)CC(=O)N(C)Cc2ccccc2)cc1
?	/	COc1ccc(/C=C/C(=O)OCC(=O)Nc2cc(C(F)(F)F)ccc2Cl)cc1
?	/	Cc1ccsc1C(=O)N1CCN(C(=O)c2ccco2)CC1
i	26.0	Cc1cc(=O)oc2cc(OCC(=O)Nc3ccc(CN4CCOCC4)cc3)c(Cl)cc12
7.8%	3.2	Cc1ccc(CNS(=O)(=O)c2cccc3nsnc23)cc1
i	15.2	O=C(CCC(=O)c1cccs1)OCc1nnc(-c2ccccc2)o1
-13.8%	5.9	CC(=O)Nc1ccc(NC(=O)C2CCCCC2C(=O)O)cc1 (stereo not given)
-3.1%	-11.9	C=CCn1c(SCC(=O)NCC(c2ccccc2)N(C)C)nnc1C1CCCCC1 (stereo not given)
i	-9.4	CC(C)c1ccc(N(CC(=O)Nc2ccc(S(=O)(=O)N3CCOCC3)cc2)S(C)(=O)=O)cc1
-17.7%	-6.5	O=c1ccc(Cl)n[nH]1
15.8%	7.0	Cc1ccc(C(=O)N/N=C2/NC(=O)CC(C(=O)Nc3ccccc3)S2)cc1 (stereo not given)
?	/	COCC1CCCCN1C(=O)c1cc(COc2ccc3ncccc3c2)on1 (stereo not given)
-4.8%	-7.1	O=C1/C(=C/N(C(=O)c2ccco2)c2ccc(Br)cc2)Sc2ccccc21
15.7%	-5.3	O=C(Oc1ccccc1)c1ccc2nccnc2c1
?	/	NC(=O)CC(NC(=O)c1ccccc1)c1ccc(N2CCN(c3ccc(F)cc3)CC2)c([N+](=O)[O-])c1 (stereo not given)
?	/	COc1cc(C(=O)NCc2nnc(SCC(=O)NC3CCCC3)o2)cc(OC)c1OC
?	/	O=C1NC(=O)/C(=C\c2ccc(O)cc2O)S1
-0.1%	-8.5	Cc1cc(C(=O)CCl)c(C)n1CCc1ccc(F)cc1
1.2%	2.8	Cc1cc(OCC(C)C)ccc1/C(O)=C1/C(=O)C(=O)N(Cc2cccnc2)C1c1ccncc1 (stereo not given)
i	-23.5	COC(=O)C1=CN(Cc2ccc(F)cc2)C=C(C(=O)OC)C1c1ccc(O)c(OC)c1
?	/	Cc1ccccc1-n1nc(C(=O)O)cc1-c1ccccc1
i	/	CCc1ccc(/C=C/C(=O)c2c(C)cc(C)[nH]c2=O)cc1
?	/	Cc1ccc(N(C(C)C(=O)Nc2ccc(S(=O)(=O)N3CCOCC3)cc2)S(C)(=O)=O)cc1C (stereo not given)
5.0%	-1.2	O=C(O)c1ccc(-c2nnn(Cc3ccccc3F)n2)cc1
14.1%	-1.2	O=c1ncn(-c2ccccc2C(F)(F)F)c2ncccc12
?	/	O=c1[nH]c(SCc2cccc([N+](=O)[O-])c2)nc2[nH]ncc12
?	/	COc1cccc(OC)c1CN1CCCC(C(=O)c2ccccc2SC)C1 (stereo not given)
0.5%	-12.2	CC(C)CC(C(=O)O)N1C(=O)C2C3c4ccccc4C(c4ccccc43)[C@@H]2C1=O (stereo not given in full)
24.1%	-4.0	COCCn1c(SCC(=O)NC2CCCC2)nnc1-c1ccncc1
-2.3%	1.0	COc1ccccc1Oc1c(C)oc2c(CN(C)C)c(O)ccc2c1=O
?	/	COCc1cc(=O)[nH]c(/N=C(\N)Nc2ccc(C)cc2)n1
?	/	CC(c1ccon1)N(C)Cc1cn(C)nc1-c1ccc2c(c1)OCCO2 (stereo not given)
-2.8%	-5.3	CCOc1ccc(NC(=S)N(CCc2c(C)[nH]c3ccc(C)cc23)Cc2ccncc2)cc1
?	/	Cc1cc2[nH]c(=O)c(=O)[nH]c2cc1S(=O)(=O)N1CCN(c2cccc(Cl)c2)CC1
-14.0%	-4.3	COCc1ccc(C(=O)Nc2ccc(C(=O)O)cc2)o1
-30.0%	-24.2	Cc1c2c(n3c(nc4ccccc43)c1C#N)N(CCN(C)C)CC2
?	/	CC1=CC(=NOC(=O)c2cccc([N+](=O)[O-])c2)C=C(C)C1=O
i	/	CCC(=O)N1CCc2cc(S(=O)(=O)NCCN3CCC(C)CC3)ccc21
?	/	COC(=O)CSC1=NS(=O)(=O)c2ccccc21
-9.9%	-2.4	CC1=CC=CN2C1=NC(=O)CC2(C)C(=O)N(CC(=O)NC1CCCC1)c1ccccc1C (stereo not given)
?	/	COc1ccc(S(=O)(=O)N2CCOCC2)cc1NC(=O)CCc1c[nH]c2ccccc12
?	/	CC(C)(C)N(NC(=O)Nc1ccccc1)C(=O)c1ccccc1
-1.9%	-16.7	Cc1ccc2c(c1)N(CCCC(=O)NCCC1=CCCCC1)C(=O)CO2

Random excerpt: 2 records from the list, in no set order.
S3 lipid droplet	S3 lipid droplet cell count max	structure
?	/	NC(=O)CC(NC(=O)c1ccccc1)c1ccc(N2CCN(c3ccc(F)cc3)CC2)c([N+](=O)[O-])c1 (stereo not given)
?	/	C=CCn1c(SCC(=O)Nc2cc(C)c(Cl)cc2OC)nnc1-c1ccco1

An excerpt, so the mix of outcomes need not match the whole.
